# GLD-1 TGE inh – GLD-1-TGE RNA interaction inhibition (C. elegans); inhibition, % at 5.96 µM; 0.44% of 320,000 active; Q17339; purified GLD-1 + fluorescein TGE RNA, fluorescence polarization; AID 2280;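 active means percent inhibition above a per-plate cutoff, the plate mean of test compounds plus 3 SD, cut at about 30% in these data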;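 further: 0% = DMSO wells with GLD-1 and probe and 100% = wells lacking GLD-1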
# Target sequence (Q17339 whole entry, looked up): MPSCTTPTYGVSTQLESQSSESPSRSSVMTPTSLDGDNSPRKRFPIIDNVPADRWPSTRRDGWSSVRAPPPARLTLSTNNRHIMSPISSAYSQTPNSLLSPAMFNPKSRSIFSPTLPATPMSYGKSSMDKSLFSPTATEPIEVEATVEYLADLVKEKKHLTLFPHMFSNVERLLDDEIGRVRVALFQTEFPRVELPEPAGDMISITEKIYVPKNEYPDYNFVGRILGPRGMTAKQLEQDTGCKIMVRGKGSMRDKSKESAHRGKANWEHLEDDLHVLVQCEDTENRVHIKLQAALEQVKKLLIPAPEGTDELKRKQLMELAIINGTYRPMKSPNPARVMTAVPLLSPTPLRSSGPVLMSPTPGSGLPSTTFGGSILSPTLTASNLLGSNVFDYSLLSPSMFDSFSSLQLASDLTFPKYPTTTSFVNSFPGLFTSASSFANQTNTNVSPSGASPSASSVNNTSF
# BCLXL inh – blocks human Bcl-xL binding to Bim BH3 peptide; Q07817; GST-Bcl-xL / FITC-Bim BH3 peptide fluorescence polarization; inhibition, % at 10.9 µM; 0.7% of 320,000 active;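 active means inhibition above the mean of all tested compounds plus 3 SD, cutoff set per campaign, cut at about 30% in these data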;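 further: 0% = DMSO wells and 100% = unlabeled Bim-BH3 peptide competitor; inhibitors lower millipolarization by displacing the labeled peptide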
# Target sequence (Q07817 whole entry, looked up): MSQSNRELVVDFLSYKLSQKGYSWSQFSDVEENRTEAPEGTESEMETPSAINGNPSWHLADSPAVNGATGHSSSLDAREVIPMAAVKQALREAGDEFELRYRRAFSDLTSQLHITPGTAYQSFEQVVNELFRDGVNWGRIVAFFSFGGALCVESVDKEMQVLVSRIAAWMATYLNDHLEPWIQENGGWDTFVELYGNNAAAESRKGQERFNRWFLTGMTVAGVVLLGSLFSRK
# Fam108B counter – Fam108B inhibition, counter-screen for RBBP9 inhibitors. recombinant Fam108B, FP-Rh probe fluorescence polarization. inhibition, % at 9.51 µM. 0.33% of 300,000 active;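 active means inhibition above the screen mean inhibition plus 3 SD, computed separately per campaign, cut at about 18% in these data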;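 further: inhibitors lower polarization as less probe binds the enzyme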
# Efflux pump inh – antifungal efflux pump inhibition, Nile Red retention | S. cerevisiae Candida pump triplex | inhibition, % at 10 µM | 0.44% of 330,000 active | AID 485275;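 active means plate passing quality check with inhibition over a set limit, or well fluorescence over plate mean plus 4 SD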;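 further: Nile Red retained in pooled yeast measured as flow cytometry median fluorescence; 0% = buffer negative control and 100% = Enniatin B positive control; higher means more Nile Red kept so more efflux inhibition; some compounds called inactive have numbers as strong as hits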
# PME-1 primary – PME-1 (human) inhibition; Q9Y570; 0.53% of 320,000 active; inhibition, % at 5.9 µM; recombinant PME-1, FP-Rh probe fluorescence polarization;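 active means inhibition above the campaign mean of all compounds plus 3 SD, cut at about 26% in these data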;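 further: competitive labeling of PME-1 active site by serine hydrolase directed probe; 0% = PME-1 with DMSO and 100% = wells lacking PME-1 enzyme; inhibitors block probe labeling so polarization falls and inhibition rises; many of its hits are not listed in these tables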
# MEX-5 binding – C. elegans MEX-5 TCR-2 RNA binding activity; Q9XUB2; activity score (negative = inhibition of binding), % at 10 µM; AID 1832; 0.38% of 300,000 active; MEX-5/FITC-TCR2 RNA binding, fluorescence polarization; hits give low values;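 active means inhibition past about -25% in most replicates, and total fluorescence under double the plate's negative control median, limit read from the data; inconclusive means replicates evenly split on the limit, or fluorescence at least double controls; inactive means too little inhibition in most replicates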;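 further: 0% = DMSO and -100% = 5 µM competing unlabeled TCR2 RNA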
# MCL1-BIM inh – MCL1-BIM-BH3 interaction inhibition (human). Q07820. GST-MCL1 / FITC-Bim-BH3 fluorescence polarization. inhibition, % at 10.9 µM. 0.68% of 320,000 active. AID 2057;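 active means inhibition above the mean inhibition of all tested compounds plus 3 SD, set per campaign, cut at about 40% in these data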;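 further: 0% = DMSO wells and 100% = unlabeled Bim-BH3 peptide control; higher means more loss of mP so more displacement of Bim peptide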
# GRK2 aptamer HTS – human GRK2 inhibition via aptamer displacement; P25098; bead flow cytometry, FAM-aptamer displacement from GRK2; inhibition of aptamer binding, % at 10 µM; 0.59% of 330,000 active; AID 488847;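 active means inhibition of aptamer binding above 40%, roughly 3 SD of noise, on plates passing a quality check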;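 further: median bead fluorescence of bound FAM aptamer so fluorescent compounds give negative values; no value below 0 was filed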
# VLA-4 inh – inhibition in a human VLA-4 binding assay | P13612 | VLA-4 expressing cells, ligand binding flow cytometry | inhibition, % (about 7 µM as worked out from the volumes in the protocol) | 0.2% of 330,000 active; in the data active means inhibition above about 50%
# The depositor's hits bear a star; ? = inconclusive; / = no result given; & = joins results of further samples.
# Start of the data: the first twelve entries (preview)
SMILES,GLD-1 TGE inh,BCLXL inh,Fam108B counter,Efflux pump inh,PME-1 primary,MEX-5 binding,MCL1-BIM inh,GRK2 aptamer HTS,VLA-4 inh
CC(C(=O)O)c1ccc(C(=O)c2cccs2)cc1 (configuration not stated),8,-1,2,-0.1,-7,/,6,1,-13
CCN(CC)CCNC(=O)c1cc(Cl)c(N)cc1OC,7,-2,-2,0.3,0,-2.1,-2,0,-10
O=C(CCNNC(=O)c1ccncc1)NCc1ccccc1,0,4,-8,0.0,-3,-1.2,12,0,-1
CCCNC(C)C(=O)Nc1c(C)csc1C(=O)OC (configuration not stated),-2,5,1,-0.2,-3,/,-2,0,35
OCCN1CCN(CCCN2c3ccccc3Sc3ccc(Cl)cc32)CC1,5,4,-2,0.1,5,-3.5,7,0,21
Cc1c(NC(=O)c2cccnc2)c(=O)n(-c2ccccc2)n1C,-1,0,-2,-0.1,-4,0.5,-6,1,4
CN1CCOC(c2ccccc2)c2ccccc2C1 (configuration not stated),0,5,0,-0.1,2,2.5,3,0,9
CC(=O)OCC1=C[C@@H]2OC(=O)C3=CO[C@@H](O[C@@H]4O[C@H](CO)[C@@H](O)[C@H](O)[C@H]4O)[C@H]1[C@@H]32,6,-1,/,-0.1,1,/,2,0,10
CN(C)CCOC(C)(c1ccccc1)c1ccccn1 (configuration not stated),4,6,3,0.0,3,1.2,-7,3,33
CC(=O)NC(Cc1ccccc1)C(=O)O (configuration not stated),-1,3,-1,0.3,7,-3.1,1,0,11
CC1(C)Cc2c(sc(NC(=S)NC(=O)c3ccccc3)c2C(=O)O)CO1,3,13,2,-0.2,1,0.2,16,0,/
CCOC(=O)c1ccc(N)cc1,8,-2,-6,0.0,1,/,7,5,24

# The list itself, previewed entries included:
SMILES,GLD-1 TGE inh,BCLXL inh,Fam108B counter,Efflux pump inh,PME-1 primary,MEX-5 binding,MCL1-BIM inh,GRK2 aptamer HTS,VLA-4 inh
CC(C(=O)O)c1ccc(C(=O)c2cccs2)cc1 (configuration not stated),8,-1,2,-0.1,-7,/,6,1,-13
CCN(CC)CCNC(=O)c1cc(Cl)c(N)cc1OC,7,-2,-2,0.3,0,-2.1,-2,0,-10
O=C(CCNNC(=O)c1ccncc1)NCc1ccccc1,0,4,-8,0.0,-3,-1.2,12,0,-1
CCCNC(C)C(=O)Nc1c(C)csc1C(=O)OC (configuration not stated),-2,5,1,-0.2,-3,/,-2,0,35
OCCN1CCN(CCCN2c3ccccc3Sc3ccc(Cl)cc32)CC1,5,4,-2,0.1,5,-3.5,7,0,21
Cc1c(NC(=O)c2cccnc2)c(=O)n(-c2ccccc2)n1C,-1,0,-2,-0.1,-4,0.5,-6,1,4
CN1CCOC(c2ccccc2)c2ccccc2C1 (configuration not stated),0,5,0,-0.1,2,2.5,3,0,9
CC(=O)OCC1=C[C@@H]2OC(=O)C3=CO[C@@H](O[C@@H]4O[C@H](CO)[C@@H](O)[C@H](O)[C@H]4O)[C@H]1[C@@H]32,6,-1,/,-0.1,1,/,2,0,10
CN(C)CCOC(C)(c1ccccc1)c1ccccn1 (configuration not stated),4,6,3,0.0,3,1.2,-7,3,33
CC(=O)NC(Cc1ccccc1)C(=O)O (configuration not stated),-1,3,-1,0.3,7,-3.1,1,0,11
CC1(C)Cc2c(sc(NC(=S)NC(=O)c3ccccc3)c2C(=O)O)CO1,3,13,2,-0.2,1,0.2,16,0,/
CCOC(=O)c1ccc(N)cc1,8,-2,-6,0.0,1,/,7,5,24
C/C=C(/C)C(=O)O[C@@H]1c2c(ccc3ccc(=O)oc23)OC(C)(C)[C@@H]1OC(=O)/C(C)=C\C,-8,-3,-6,/,26,2.6,-6,/,/
OC(C#CCN1CCCC1)(c1ccccc1)c1ccccc1,1,1,0,0.1,1,0.0,1,16,-2
CC(=O)Nc1ccc(C(=O)O)cc1,3,/,/,-0.1,/,/,/,1,1
NC(=O)c1cn(Cc2c(F)cccc2F)nn1,5,5,-4,0.0,-1,-0.8,-1,1,8
CCCCCCO,1,5,/,-0.1,1,/,6,3,8
Cc1cc(-c2ccccc2)nnc1NCCN1CCOCC1,-4,5,-5,0.0,1,-3.2,-1,1,41
CC(=O)c1ccc(S(=O)(=O)NC(=O)NC2CCCCC2)cc1,5,-3,-2,0.0,-7,/,-6,4,49
CN1CCN(CCC(=O)N2c3ccccc3Sc3ccc(C(F)(F)F)cc32)CC1,2,3,6,0.1,3,2.7,7,0,48
CN1CCN(C(c2ccccc2)c2ccccc2)CC1,1,6,-4,0.0,-3,/,4,3,28
CCOc1ccc(NC(=O)Cn2cc(C(=O)c3ccco3)c3ccccc32)cc1,8,3,-7,0.0,-3,-2.4,0,0,4
CC12CCC(CC1)C(C)(C)O2,3,-3,3,-0.2,3,0.2,-5,1,-21
COc1ccc(/C=C/C(=O)Nc2ccccc2C(=O)O)cc1OC,-3,7,12,-0.2,-8,-1.3,3,2,4
C=CC1=C(C(=O)O)N2C(=O)[C@@H](NC(=O)/C(=N\O)c3csc(N)n3)[C@H]2SC1 (stereo in doubt),11,7,-2,0.1,-7,-26*,24,10,13
# (listing goes on)
SMILES,GLD-1 TGE inh,BCLXL inh,Fam108B counter,Efflux pump inh,PME-1 primary,MEX-5 binding,MCL1-BIM inh,GRK2 aptamer HTS,VLA-4 inh
O=C(CCN1CCC(c2ccccc2)C1)c1ccc2c(c1)OCCO2 (configuration not stated),1,2,1,-0.1,2,0.7,-1,0,4
COc1cc2c(c(OC)c1OC)-c1c(cc3c(c1OC)OCO3)[C@@H](OC(C)=O)[C@H](C)[C@H](C)C2,6,3,1,-0.1,-4,0.8,-8,3,25
O=C(NCCc1c[nH]c2ccccc12)c1cccnc1,4,1,-2,0.0,-5,-1.3,-2,0,30
CCc1cc(=O)oc2c(CNC(Cc3ccccc3)C(=O)O)c(O)ccc12 (configuration not stated),2,1,0,-0.2,-5,-1.6,8,2,27
O=S(=O)(c1cccc2cnccc12)N1CCCNCC1,3,1,-4,-0.2,1,-3.9,-2,0,0
c1ccc(CC2=NCCN2)cc1,4,2,-3,-0.1,-9,-0.9,1,32,12
NC(=O)c1cccc(-c2cc(Nc3ccc(OC(F)(F)F)cc3)ncn2)c1,11,14,-6,0.0,-42,1.8,7,1,21
C1CCC(C(CC2CCCCN2)C2CCCCC2)CC1 (configuration not stated),8&-2,0&7,6&0,-0.2&0.1,2&2,0.6,1&6,0&0,-6&18
O=C(c1ccc(F)cc1)C1CCN(CCn2c(=O)[nH]c3ccccc3c2=O)CC1,2&-3,6,4,0.3&-0.1,0,-3.9,5,0&2,28&16
COc1ccccc1N1CCN(CCCNc2cc(=O)n(C)c(=O)n2C)CC1,4,-2,3,-0.1,2,1.1,2,2,55*
c1ccc(CN(CC2=NCCN2)c2ccccc2)cc1,5&-1,4&5,2&3,-0.1&0.0,1&-5,-1.6&1.5,11&11,0&0,38&0
CC(COc1ccccc1)NC(C)C(O)c1ccc(O)cc1 (configuration not stated),4,7,1,-0.1,-3,0.1,2,0,0
CCN(CC)CCOC(=O)C1(c2ccccc2)CCCC1,7,1,4,-0.1,3,-1.3,2,69*,-1
CC[n+]1c(C)sc2cc(OC)ccc21,4,-7,3,0.0,-8,-1.4,-9,10,1
CCCn1cnc2c1c(=O)n(CCCCC(C)=O)c(=O)n2C,3,9,-2,-0.1,2,-1.4,7,2,9
CCC(C)n1ncn(-c2ccc(N3CCN(c4ccc(OCC5COC(Cn6cncn6)(c6ccc(Cl)cc6Cl)O5)cc4)CC3)cc2)c1=O (configuration not stated),-3,2,3,0.0,-3,-1.8,-9,1,17
CC[N+](C)(CC)CCOC(=O)C(O)(c1ccccc1)C1CCCCC1 (configuration not stated),2,-2,-2,0.3,0,-0.2,-12,0,48
CCOc1ccc(C(=O)OCCN(CC)CC)cc1,-8,1,-5,-0.1,4,1.0,-6,0,18
C[C@]12CCC(=O)C=C1CC[C@@H]1[C@@H]2CC[C@@]2(C)[C@H]1CC[C@]2(O)C(=O)CO,5,8,0,0.0,-1,-0.5,8,0,36
Oc1ccc(/C=C/c2cc(O)cc(O)c2)cc1,-1,0,5,0.2,-1,?,0,0,7
Cc1ccc(CN2CCN(Cc3cccc4nccnc34)CC2CCO)cc1 (configuration not stated),-2,-2,-2,0.0,6,1.4,3,2,3

# Quoted at random: 3 entries already listed, in no set order.
SMILES,GLD-1 TGE inh,BCLXL inh,Fam108B counter,Efflux pump inh,PME-1 primary,MEX-5 binding,MCL1-BIM inh,GRK2 aptamer HTS,VLA-4 inh
C1CCC(C(CC2CCCCN2)C2CCCCC2)CC1 (configuration not stated),8&-2,0&7,6&0,-0.2&0.1,2&2,0.6,1&6,0&0,-6&18
Oc1ccc(/C=C/c2cc(O)cc(O)c2)cc1,-1,0,5,0.2,-1,?,0,0,7
CCC(C)n1ncn(-c2ccc(N3CCN(c4ccc(OCC5COC(Cn6cncn6)(c6ccc(Cl)cc6Cl)O5)cc4)CC3)cc2)c1=O (configuration not stated),-3,2,3,0.0,-3,-1.8,-9,1,17

# Compound activity deposited in PubChem by several laboratories.

# A portion of the library; the hit share may differ from the screen's.
